# Bioassay records from PubChem.
# ST2 inh: inhibitors of human ST2 (IL1RL1) binding to IL-33, primary screen, biochemical, AlphaLISA | Interleukin-1 receptor-like 1 (Homo sapiens), Q01638 | 2.3% of 78,000 active | inhibition, % for hits at 17 µM | AID 1259354, 2018 | AlphaLISA ST2-Fc/biotin-IL-33 interaction, 1 h; in the data active = inhibition above about 30%; inconclusive = mostly about 10% to 28%
# Target sequence (Q01638 whole entry, looked up): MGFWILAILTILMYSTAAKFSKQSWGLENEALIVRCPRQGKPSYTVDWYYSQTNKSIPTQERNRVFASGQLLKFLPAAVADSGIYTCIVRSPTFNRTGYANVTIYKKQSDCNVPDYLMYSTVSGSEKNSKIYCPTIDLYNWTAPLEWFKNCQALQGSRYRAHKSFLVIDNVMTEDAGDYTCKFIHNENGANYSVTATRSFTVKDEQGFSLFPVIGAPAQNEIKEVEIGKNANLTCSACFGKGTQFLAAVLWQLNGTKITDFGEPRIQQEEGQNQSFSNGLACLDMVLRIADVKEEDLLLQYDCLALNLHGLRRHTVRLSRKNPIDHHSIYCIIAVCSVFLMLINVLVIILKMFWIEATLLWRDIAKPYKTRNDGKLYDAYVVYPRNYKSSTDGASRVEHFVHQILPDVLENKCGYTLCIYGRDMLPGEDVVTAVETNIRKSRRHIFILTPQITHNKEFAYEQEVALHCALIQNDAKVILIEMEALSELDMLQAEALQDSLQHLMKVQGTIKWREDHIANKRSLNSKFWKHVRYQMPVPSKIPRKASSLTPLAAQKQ
# An asterisk follows results filed as active; i = inactive; ? = inconclusive.
SMILES,ST2 inh
O=C(C[C@@H]1CCNC[C@@H]1Cc1cc(CSc2ccccc2)on1)NCc1ccc(F)cc1,i
COc1ccc2c(C)nc(N3CCCC(C(=O)NCc4ccccc4)C3)nc2c1 (stereo unspecified),i
CCc1ccc(NC(=O)CSc2nnc(-c3cccs3)n2CC)cc1,i
CC1CCCN(C(=O)CSCC(=O)N=c2sc3ccccc3n2C)C1 (stereo unspecified),i
CCOc1ccc(NC(=O)c2ccc(N)cc2)cc1,?
O=C(NCc1ccccc1)C1(S(=O)(=O)c2ccc(Cl)cc2)CC1,i
CC(=O)Nc1ccc(C)cc1Br,i
CCOC(=O)CN1C(=O)CC(C(=O)Nc2cccc(Cl)c2)SC1=Nc1ccc(F)cc1 (stereo unspecified),?
O=C(NC1CCCCCC1)c1ccc(N2CCCC2=O)cc1,?
COc1ccc(Cl)cc1NC(=O)c1cnccn1,i
O=C(Nc1cccc([N+](=O)[O-])c1)c1c(Br)sc2c1CCCC2,?
Cc1ccc2[nH]cc(-c3nccc(C(F)(F)F)n3)c2c1,i
Cc1nn(-c2ccccc2)c2c1C(c1ccc(F)cc1)C(C#N)=C(N)O2 (stereo unspecified),?
O=C1CCCN1CC(CN1CCOCC1)Sc1nnnn1-c1ccccc1 (stereo unspecified),i
CCCCN(CC)C(=O)Cc1c(C(=O)O)[nH]c2ccc(Cl)cc12,i
COc1ccc(OCC(=O)NC(C)c2ccc(Br)cc2)cc1 (stereo unspecified),i
O=C(Cn1c(C(F)(F)F)nc2ccccc21)NC1CCCCC1,i
CC(=O)c1ccc(F)c(-c2cc(C)cc3c2OC(CNC(=O)[C@@H]2C[C@@H]4C=C[C@H]2C4)C3)c1 (stereo partly specified),?
Cc1cc(C)cc(NC(=O)c2ccc(=O)n(Cc3cccc(F)c3)c2)c1,i
CC(C)Cn1cncc1CNC(=O)c1cc2n(n1)CCN(C)C2,i
O=C(Nc1ccc(F)cc1)c1oc2ccccc2c1NC(=O)c1cc2ccccc2oc1=O,i
COc1ccc([C@H]2Cc3cccc(O)c3C(=O)O2)cc1,?
N#C/C(=C\c1cc2c(cc1Br)OCO2)c1nc2ccccc2[nH]1,i
Clc1ccc(CN2CCC(N3CCCCCC3)CC2)cc1,?
O=C1Nc2cc(C(=O)N3CCN(c4ccccc4)CC3)ccc2SC1N1CCOCC1 (stereo unspecified),i
COCCNC(=O)NC1CCCCC1,i
CC[C@H]1CN(C(C)=O)CC[C@H]1CC(=O)NC1CC1,?
COc1ccc(NC(=O)Nc2ccc(OC)cc2)cc1,i
CCSc1nc2c(c(=O)[nH]1)C(c1ccccc1)C1=C(CC(C)(C)CC1=O)N2 (stereo unspecified),i
Cc1ccc(NS(C)(=O)=O)c(Br)c1,i
COc1cc(NC(=O)c2cc3ccccc3o2)c(OC)cc1Cl,i
COc1ccc2c(c1)C=C(CN1CCCC(N3CCN(c4ccccc4)CC3)C1)CO2 (stereo unspecified),i
COc1ccc(OC)c(C=Nc2ccc(S(=O)(=O)Nc3ccccn3)cc2)c1,i
COC(=O)C1=C(N)OC2=C(C(=O)CC(c3ccccc3)C2)C1c1ccc(Br)cc1 (stereo unspecified),i
O=C(COc1ccc2c(c1)C(=O)CC1(CCCCC1)O2)NCc1cccs1,i
CCC(CO)Nc1ncnc2c1cnn2-c1cccc(C)c1 (stereo unspecified),?
CC(Cc1c[nH]c2ccccc12)NC(=O)C1CC1 (stereo unspecified),i
Brc1c(CSc2nncn2-c2ccccc2)nc2sccn12,i
CCc1ccc(C2CC(=O)N3CN(Cc4ccco4)CSC3=C2C#N)cc1 (stereo unspecified),i
O=C(O)C[C@@H]1CCN(C(=O)c2ccc3c(c2)OCO3)C[C@@H]1CC1=NCCc2ccccc21,i
COc1ccc(/C=C2\SC=C(c3ccc(F)cc3)N=NC2=N)cc1,?
C=CCc1c(C)nc2nc(SCC(=O)NCc3ccccc3)nn2c1C,i
COc1ccc(NC(=O)CSc2nc3ccc(N)cc3s2)cc1,?
O=C(Nc1cccc(Br)c1)C1c2ccccc2Oc2ccccc21,i
Cc1ccc(Nc2nnc(Cc3ccc(Cl)cc3)c(=O)[nH]2)cc1C,i
OC(Cn1ccnc1-c1ccc(-c2ccccc2Cl)o1)c1cccnc1 (stereo unspecified),?
COc1ccc(-n2nc3cc(C)c(NC(=O)c4ccccc4F)cc3n2)cc1,i
O=C(CCn1c(=O)c2sccc2n(Cc2ccccc2)c1=O)NCc1ccccc1,i
O=C(CC[C@@H]1CNC(=O)[C@@H]2C[C@H](NC(=S)NCCN3CCOCC3)CN12)NCc1ccccc1,31.0%*
CCCC(C)NC(=O)c1ccc([N+](=O)[O-])c(C)c1 (stereo unspecified),i
CC(C)c1ccc(-c2nc(N3CCCCCC3)nc3n[nH]c(N)c23)cc1,?
COc1ccc(-c2nc3cnccn3c2Nc2ccc(C)cc2)cc1,i
Cc1ccc(NC(=O)NC[C@H]2O[C@@H](CC(=O)NCCN3CCOCC3)[C@H](O)[C@@H]2O)cc1,?
O=C(Cc1ccc(Cl)cc1)Nc1ccc(Br)cn1,i
Cc1cccc2oc(-c3cc(N=Cc4ccccc4O)ccc3O)nc12,?
CCOC(=O)Cc1nnc(Nc2ccc(C)cc2C)c2ccccc12,i
Cc1ccc(NC(=O)c2ccc(Cl)cc2Cl)c([N+](=O)[O-])c1,?
CCOC(=O)c1[nH]c2ccccc2c1NC(=O)COc1ccc(Cl)cc1Cl,i
Cc1cc(C)c(NC(=O)c2ccc(Cl)cc2Cl)c([N+](=O)[O-])c1,?
CCN(Cc1noc(CC(C)C)n1)C(=O)c1ccc(NC(C)=O)cc1,i
# Next part:
SMILES,ST2 inh
Cc1c(C(N)=O)c(N)c(C(=O)c2ccccc2)n1-c1ccccc1,i
CCOCCCNC(=O)C1(O)c2ccccc2NC(=O)N1c1ccc(Cl)cc1 (stereo unspecified),i
O=C(Nc1nnc(CCc2ccccc2)s1)c1cccc(Cl)c1,i
Cc1ccc(CNc2nccc(-c3cn(C)nc3C)n2)o1,i
CC(C)C(NC(=O)c1ccccn1)c1nnc2n1CCN(C(=O)/C=C/c1cccs1)CC2 (stereo unspecified),?
COc1ccc(C2C(C(=O)Nc3ccccc3OC)=C(C)Nc3nnnn32)c(OC)c1 (stereo unspecified),i
COc1cc2c(cc1OC)C(C(=O)N1CCN(C)CC1)C(c1ccc(SC)cc1)N(C)C2=O (stereo unspecified),i
COc1ccc(N2CN=c3s/c(=C\c4cccc([N+](=O)[O-])c4)c(=O)n3C2)cc1,33.0%*
CNC(=O)C1CCC(Cn2c(=O)c3sccc3n(CC(=O)NCc3cccc(OC)c3)c2=O)CC1 (stereo unspecified),?
Cc1cc(C)n(-c2ccc(C(=O)NC(Cn3ccnc3)C(C)C)cc2)n1 (stereo unspecified),i
Cc1ccc2c(c1)c(CNc1nccc(CCC(F)(F)F)n1)nn2C,i
NC(Cc1cccc(-c2ccccc2CP(=O)(O)O)c1)C(=O)O (stereo unspecified),i
O=C1CCCCN1CCCC(=O)N1CCOC(Cc2ccccc2)C1 (stereo unspecified),?
N#CCCC1(CCC#N)CCCC(CCC#N)(CCC#N)C1=O,i
COCC(=O)Nc1cc(Cl)c(Cl)cc1Cl,i
O=C(c1ccccc1)c1ccc(OCCN2CCCC2)cc1,i
O=C(CSc1nnc(-c2ccc3c(c2)OCCO3)o1)N1CCc2ccccc21,i
Cc1ccc(C)c(OCC(=O)NCCNC(=O)c2cccnc2)c1C,?
CC(=O)NCCC1CCCCN1C(=O)Nc1ccc(F)c(C(F)(F)F)c1 (stereo unspecified),i
Cc1nc(N2CCC(C)CC2)c2c(C)c(C(=O)N3CCN(Cc4ccccc4)CC3)sc2n1,?
CC1=C(C(=O)N2CCOCC2)C(c2ccccc2Cl)n2c(nc3ccccc32)N1 (stereo unspecified),i
Cc1ccc(S(=O)(=O)NC(C)C(c2cccs2)N2CCOCC2)cc1 (stereo unspecified),?
CC1CCc2sc(NC(=O)c3sc4ccccc4c3Cl)c(C(N)=O)c2C1 (stereo unspecified),i
O=C(Nc1ccc(Cl)c(Cl)c1)c1cnc2n(c1=O)CCS2,32.0%*

# A section of the results above, for reference:
SMILES,ST2 inh
O=C(C[C@@H]1CCNC[C@@H]1Cc1cc(CSc2ccccc2)on1)NCc1ccc(F)cc1,i
COc1ccc2c(C)nc(N3CCCC(C(=O)NCc4ccccc4)C3)nc2c1 (stereo unspecified),i
CCc1ccc(NC(=O)CSc2nnc(-c3cccs3)n2CC)cc1,i
CC1CCCN(C(=O)CSCC(=O)N=c2sc3ccccc3n2C)C1 (stereo unspecified),i
CCOc1ccc(NC(=O)c2ccc(N)cc2)cc1,?
O=C(NCc1ccccc1)C1(S(=O)(=O)c2ccc(Cl)cc2)CC1,i
CC(=O)Nc1ccc(C)cc1Br,i
CCOC(=O)CN1C(=O)CC(C(=O)Nc2cccc(Cl)c2)SC1=Nc1ccc(F)cc1 (stereo unspecified),?
O=C(NC1CCCCCC1)c1ccc(N2CCCC2=O)cc1,?
COc1ccc(Cl)cc1NC(=O)c1cnccn1,i
O=C(Nc1cccc([N+](=O)[O-])c1)c1c(Br)sc2c1CCCC2,?
Cc1ccc2[nH]cc(-c3nccc(C(F)(F)F)n3)c2c1,i
Cc1nn(-c2ccccc2)c2c1C(c1ccc(F)cc1)C(C#N)=C(N)O2 (stereo unspecified),?
O=C1CCCN1CC(CN1CCOCC1)Sc1nnnn1-c1ccccc1 (stereo unspecified),i
CCCCN(CC)C(=O)Cc1c(C(=O)O)[nH]c2ccc(Cl)cc12,i
COc1ccc(OCC(=O)NC(C)c2ccc(Br)cc2)cc1 (stereo unspecified),i
O=C(Cn1c(C(F)(F)F)nc2ccccc21)NC1CCCCC1,i

# Following part:
SMILES,ST2 inh
O=c1cc(-c2ccc(O)cc2)oc2ccc(O)cc12,i
CC(C)(C)n1nc2c(c1NC(=O)c1cccs1)CS(=O)C2 (stereo unspecified),i
CCCCN(C)c1nc(-c2ccc([N+](=O)[O-])cc2)nc2ccccc12,39.0%*
CCC(C)Sc1oc(-c2ccco2)nc1S(=O)(=O)c1ccc(C)cc1 (stereo unspecified),i
CCCCOc1ccc(C(=O)Nc2cc([N+](=O)[O-])ccc2C)cc1,?
Cc1ccc(S(=O)(=O)NC[C@H]2O[C@@H](CO)[C@@H](O)[C@H]2N2CCCC2)cc1,?
COc1ccccc1-c1cccc(C(=O)N(C)Cc2snnc2C)c1,i
CN(CCc1ccccc1)C(=O)c1nc2sccn2c1CN1CC[C@@H](O)C1,i
Cc1cccc(CN2CCC(N3CCC(C(=O)NCCc4ccco4)CC3)CC2)n1,i
Cc1cc(CN2CCC(Cc3nn(C)c(=O)n3-c3ccccc3)CC2)on1,i
COc1ccc(OC)c(C(=O)N2CC(=O)N(Cc3ccccc3)CC(OC)C2)c1 (stereo unspecified),?
CC(=O)N(O)CCCC1NC(=O)CNC(=O)CNC(=O)CNC(=O)C(CCCN(O)C(C)=O)NC(=O)C(CCCN(O)C(C)=O)NC1=O (stereo unspecified),i
CCOc1ccc(NC(=O)C(NS(=O)(=O)c2cccs2)C(C)C)cc1 (stereo unspecified),i
CC(C)C[C@@H](NC(=O)C1=C[C@@H](NC(=O)c2cnccn2)[C@@H](O)[C@H](O)C1)C(N)=O,i
COc1ccc(CC(=O)NC2CC(=O)N(c3ccc(C)c(C)c3)C2)cc1OC (stereo unspecified),i
CCc1ccccc1N(CC(=O)N1CCN(c2ccc(OC)cc2)CC1)S(C)(=O)=O,i
Cc1c(C(=O)O)sc2ncnc(N(C)CCN3CCCCC3=O)c12,?
COc1ccc(C(=O)NN2C(=O)C3C(C2=O)[C@@H]2C=C[C@H]3[C@H]3C[C@H]32)cc1 (stereo partly specified),i
CCOCCCNC(=O)CN1C(=O)/C(=C/c2ccccc2F)Sc2ccccc21,?
COCCO[C@H]1[C@H](NC(=O)C(C)C)c2ccccc2C12CCN(C(=O)C1=CCCCC1)CC2,i
COc1ccc(-c2cnc(N)cn2)cc1C,i
CCOC(=O)N1CCN(CCC(=O)Nc2cccc(Br)c2)CC1,?
CCCCNC(=O)c1ccc(CS(=O)(=O)c2ccc(Br)cc2)o1,i
CN1C(=O)/C(=c2\sc3nc(=O)c(Cc4ccccc4)nn3c2=O)c2ccccc21,?
COc1cc(S(=O)(=O)NCCOC23CC4CC(CC(C4)C2)C3)c(OC)cc1Cl,?
CNC(=O)CCS(=O)(=O)Cc1ccc(Cl)cc1,i
CC1=C(C(=O)Nc2ccc(C)cc2C)C(c2ccc(C)cc2)n2nc(C(F)(F)F)nc2N1 (stereo unspecified),i
O=c1[nH]c(Nc2ccc(F)cc2)nnc1Cc1ccccc1,i
CC(=O)NC(C)(CC(=O)c1ccccc1)c1ccccc1 (stereo unspecified),i
CCC(C)NC(=O)C1c2ccccc2C(=O)N(C)C1c1cccs1 (stereo unspecified),i
CCOC(=O)C1C(=O)C=C(c2ccc(OC)c(OC)c2)CC1c1ccc(C)cc1 (stereo unspecified),i
NS(=O)(=O)c1ccc(NC(=O)c2cc(-c3cccs3)nc3ccccc23)cc1,?
CC(NCc1nc(Cc2ccccc2F)no1)c1cn2ccsc2n1 (stereo unspecified),?
O=C(Nc1ccc(S(=O)(=O)N2CCCCC2)cc1)C(F)(F)F,i
COCCCNC(=O)c1cc(=O)[nH]c2ccc(S(=O)(=O)N3CCCC3)cc12,i
CN(C)S(=O)(=O)NCc1cccnc1N1CCc2ccccc2C1,i
O=C1CCC(C(=O)N2CCc3sccc3C2)CN1Cc1ccccn1 (stereo unspecified),?
Cc1nc(NC(CCn2cncn2)c2ccccc2)c2ccsc2n1 (stereo unspecified),i
Cc1c(CN(C)c2ccnc(C(=O)NCc3ccco3)c2)cnn1C,i
Cc1nonc1N1CCN(C(=O)CC2(c3ccccc3)CC(=O)N(Cc3cccs3)C2=O)CC1 (stereo unspecified),?
CCN1C2=NCCCN2c2cc(C)c(C)cc21,i
Cc1cccc(NC(=O)c2ccc(Br)o2)n1,?
Cc1cc(N2CCC(C)CC2)nc2ccc(NC(=O)c3ccc4c(c3)OCO4)cc12,i
CN(CC(=O)N1CCCC1=O)Cc1ccccc1,i
COc1ccc(C2CC(=O)C3=C(C2)Nc2ccccc2NC3c2ccccc2[N+](=O)[O-])cc1OC (stereo unspecified),i
Cc1cccc(OCC(=O)Nc2cccc(-c3nc4ncccc4o3)c2)c1,i

# A portion of the library. The share of hits here may be higher or lower than overall.
